TDP1 inh: blocks human tyrosyl-DNA phosphodiesterase 1 | Potency, µM (highest dose often 130 µM), inactives show top-dose activity change, negative = inhibition, usual class: inhibitors | AID 485290 | recombinant TDP1, AlphaScreen DNA substrate cleavage | actives 0.28% (n = 350,000); also: nearly all actives have a fitted effect of over 40% in size
Target sequence (Q9NUW8 whole entry, looked up): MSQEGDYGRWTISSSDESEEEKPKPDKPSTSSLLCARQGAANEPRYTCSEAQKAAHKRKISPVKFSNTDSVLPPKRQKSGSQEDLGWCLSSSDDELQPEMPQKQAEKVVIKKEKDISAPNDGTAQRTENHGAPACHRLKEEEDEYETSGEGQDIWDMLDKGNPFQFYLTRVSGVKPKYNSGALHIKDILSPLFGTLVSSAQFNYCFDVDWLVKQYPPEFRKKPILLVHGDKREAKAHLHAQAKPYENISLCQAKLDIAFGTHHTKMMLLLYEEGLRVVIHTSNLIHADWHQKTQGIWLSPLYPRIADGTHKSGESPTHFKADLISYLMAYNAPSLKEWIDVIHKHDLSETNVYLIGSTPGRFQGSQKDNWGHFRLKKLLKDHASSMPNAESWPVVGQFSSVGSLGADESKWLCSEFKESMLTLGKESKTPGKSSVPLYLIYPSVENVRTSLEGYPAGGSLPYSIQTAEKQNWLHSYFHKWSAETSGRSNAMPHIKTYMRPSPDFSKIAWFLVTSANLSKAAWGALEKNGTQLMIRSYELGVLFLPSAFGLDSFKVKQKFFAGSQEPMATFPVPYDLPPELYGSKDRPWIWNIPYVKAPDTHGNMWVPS
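Recombinant human Tdp1 (E. coli-expressed, 1 nM final) preincubated with compounds 15 min at room temperature, then 5'-biotin/3'-phosphotyrosine-FITC DNA substrate (15 nM final) added for 5 min. AlphaScreen beads (10 ug/ml final) added 10 min; cleavage lowers signal.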
TDP1 cell noCPT: qHTS for Inhibitors of human tyrosyl-DNA phosphodiesterase 1 (TDP1): qHTS in cells in absence of CPT. DT40 Tdp1-/- hTDP1 cells, no CPT, ATP luminescence, 48 h. Potency, µM (highest dose often 46.2 µM), inactives show at the top dose activity change, negative = growth inhibition, hits mostly inhibitors. actives 15% (n = 420,000). AID 686978, 2013; also: nearly all actives have a fitted effect of over 55% in size
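DT40 Tdp1-/-;hTDP1 cells, no CPT (DMSO vehicle only), 400 cells/well; compounds pin-transferred; ≥48 hr, 37 °C; CellTiter-Glo 30 min RT dark, luminescence read.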
N370S GC mod: inhibitors or activators of N370S glucocerebrosidase for Gaucher disease; P04062; N370S GC spleen homogenate, 4MU-glucoside fluorescence; Potency, µM (highest dose often 59.4 µM), for inactives: at the top dose activity change, negative = inhibition, most hits filed as inhibitors; actives 0.092% (n = 330,000);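 also: 0% = full enzyme activity and -100% = no enzyme basal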
Active calls of the source: *; ? = inconclusive; · = not tested or not shown; [ ] = dose if it differs, or a comment. Calls follow the shape of the dose curve; as a rule, active = well fitted curve in the direction sought with a large enough effect; inconclusive = small, poorly fitted or top-dose-only effect, or another doubt; inactive = no such curve, though single readings can be large; an effect the other way counts as inactive or inconclusive. Unless noted, % is scaled to controls: 0 for no effect and ±100 for the full control effect; potency is read from the fitted curve at half-maximal effect. These rows are one share of the data (hit frequency here may not be typical).

SMILES	TDP1 inh	TDP1 cell noCPT	N370S GC mod
CC(C)CCNC(=O)c1ccc2c(Cl)c3c(nc2c1)CCC3	·	?	-4%
COc1ccccc1NS(=O)(=O)c1cccc(NC(=O)C2CC(=O)N(Cc3ccccc3)C2)c1 (stereo not given)	-5%	?	-4%
Cc1nccc2[nH]c(=O)c(C(=O)NC3CCCCC3C)cc12 (stereo not given)	7%	16µM*	1%
COc1ccc(C2C(C#N)=C(N)OC3=C2C(=O)CC(C)(C)C3)cc1OC (stereo not given)	3%	14%	10%
O=C1CC(c2cccc(Cl)c2)Cc2nc(N3CCN(c4ccccc4)CC3)ncc21 (stereo not given)	7%	-4%	4%
CCCn1c(N)c(N(CCOC)C(=O)c2ccc([N+](=O)[O-])c(C)c2)c(=O)[nH]c1=O	·	-17%	-2%
O=C(c1cc([N+](=O)[O-])ccc1N1CCCCC1)N1CCCCC1	6%	?	-25%
Cc1c(Br)c([N+](=O)[O-])nn1CC(=O)NCCc1c[nH]c2ccccc12	1%	?	-16%
COc1ccc(/C=C/C(=O)NC(=S)Nc2ccc(N3CCN(C(C)=O)CC3)cc2)cc1	·	-18%	-2%
O=C(c1cc(Cl)c(=O)n(Cc2ccc(Cl)cc2)c1)N1CCOCC1	2%	-4%	8%
CCOc1cc(C(=S)N2CCOCC2)ccc1OC(=O)/C=C/c1ccc(OC)c(OC)c1	7%	?	-4%
C=C(C)CNc1cc(S(=O)(=O)N2CCOCC2)ccc1Oc1ccccc1	-1%	21µM*	·
CCn1c(SC)nnc1-c1c[nH]c2ccccc12	3%	-26%	10%
COCCN(CCOC)C(=O)CC(=O)N(CCOC)CCOC	4%	13%	5%
CC(C)=CCC/C(C)=C/CO/N=C1/[C@H]2O[C@@H]2[C@@H](O)[C@H]2[C@H]1CCn1c(=O)n(-c3ccccc3)c(=O)n12	8%[21 µM]	·	-1%[12.8 µM]
COC(=O)c1ccc(S(=O)(=O)N2CCCCCC2)cc1	3%	-17%	3%
CC(c1ccccc1)C1C(C#N)=C(N)OC2=C1C(=O)CCC2 (stereo not given)	5%	-16%	-3%
CCn1c(CC(=O)Nc2ccccc2F)nnc1SCC(=O)NC1CCCC1	·	-8%	1%
O=C(NCCc1ccccc1)C(=O)c1c(-c2ccccc2)cc2ccccn12	3%	?	28%
CC1(C)C2CC=C(/C=N/NC(=S)NCCc3ccccc3)C1C2 (stereo not given)	-3%	?	?

Copied from the entries so far (5 entries):
SMILES	TDP1 inh	TDP1 cell noCPT	N370S GC mod
CCOc1cc(C(=S)N2CCOCC2)ccc1OC(=O)/C=C/c1ccc(OC)c(OC)c1	7%	?	-4%
C=C(C)CNc1cc(S(=O)(=O)N2CCOCC2)ccc1Oc1ccccc1	-1%	21µM*	·
CCn1c(SC)nnc1-c1c[nH]c2ccccc12	3%	-26%	10%
COCCN(CCOC)C(=O)CC(=O)N(CCOC)CCOC	4%	13%	5%
CC(C)=CCC/C(C)=C/CO/N=C1/[C@H]2O[C@@H]2[C@@H](O)[C@H]2[C@H]1CCn1c(=O)n(-c3ccccc3)c(=O)n12	8%[21 µM]	·	-1%[12.8 µM]

More results follow:
SMILES	TDP1 inh	TDP1 cell noCPT	N370S GC mod
CCSc1nc2ccccc2c(=O)n1OCC(=O)OC	0%	6%	4%
Cc1ccc(C)n1NC(=O)c1ccc([N+](=O)[O-])cc1	-10%	?	0%
COc1ccc(NC(=O)CN(C)C(=O)c2cc(-c3ccco3)nc3ccccc23)cc1	4µM*	?	?
COc1cc(C2C(C#N)=C(N)Oc3cc(C)oc(=O)c32)cc2c1OCO2 (stereo not given)	·	-17%	-5%
O=C(N/N=C/C=C/c1ccccc1)c1cccnc1	7%	?	0%
O=C(COC(=O)c1ccccc1NCc1ccco1)Nc1ccc2c(c1)OCO2	-14%	-29%	7%
COc1cccc(/C=C2\Oc3cc(OCC(=O)N4CCC[C@H]4C(=O)O)ccc3C2=O)c1	·	-1%	-4%
Cc1ccc(/C=N/NC(=O)Cc2cccn2C)cc1	6%	-1%	-10%
CCc1cc(=O)oc2cc(OC(C)C(=O)NCc3ccccn3)ccc12 (stereo not given)	1%	0%	2%
Cc1cccc(S(=O)(=O)c2c(N)n(/N=C/c3cccnc3)c3nc4ccccc4nc23)c1	4%	-26%	1%

Whole records, quoted from the list:
CCSc1nc2ccccc2c(=O)n1OCC(=O)OC in the list: TDP1 inh: 0%; TDP1 cell noCPT: 6%; N370S GC mod: 4%
Cc1ccc(/C=N/NC(=O)Cc2cccn2C)cc1 in the list: TDP1 inh: 6%; TDP1 cell noCPT: -1%; N370S GC mod: -10%

Grouped by structure, those above with an NH in an aromatic ring (four)
SMILES	TDP1 inh	TDP1 cell noCPT	N370S GC mod
Cc1nccc2[nH]c(=O)c(C(=O)NC3CCCCC3C)cc12 (stereo not given)	7%	16µM*	1%
CCCn1c(N)c(N(CCOC)C(=O)c2ccc([N+](=O)[O-])c(C)c2)c(=O)[nH]c1=O	·	-17%	-2%
Cc1c(Br)c([N+](=O)[O-])nn1CC(=O)NCCc1c[nH]c2ccccc12	1%	?	-16%
CCn1c(SC)nnc1-c1c[nH]c2ccccc12	3%	-26%	10%

Continuation:
SMILES	TDP1 inh	TDP1 cell noCPT	N370S GC mod
CN(C)C(=O)c1cc(C(=O)Cc2ccccc2)c[nH]1	·	-7%	-6%
CCc1ccc(-c2nn(CC(=O)NC3CCCCC3)c3c2cnc2ccc(C)cc23)cc1	8%	-5%	·
CCn1c2ccccc2c2cc(CN3CCN(Cc4ccc(OC)c(OC)c4)CC3)ccc21	-10%[12.3 µM]	23µM*	·
Cc1ccc(C(=O)OCC(=O)NCCN2C(=O)CSC2=O)cc1[N+](=O)[O-]	0%	13%	·
Cc1ccc(NC(=O)C2CCC(CNS(=O)(=O)c3ccc4c(c3)C(C)(C)C(=O)N4C)CC2)cc1 (stereo not given)	-5%	-25%	·
CCc1csc(CCNC(=O)C2CCC(=O)N(CCc3cccc(F)c3)C2)n1 (stereo not given)	5%	-9%	-7%
CC(/C=C/c1ccco1)=N/NC(=O)c1ccc(C)nc1	·	8%	-3%
COc1ccc(-c2ccc(CNc3ccc4[nH]c(=O)[nH]c4c3)o2)cc1Cl	4%	?	·
Cc1cc(C)c(NC(=O)CSc2nc(=O)n(CCN3CCOCC3)c3c2CCCC3)c(C)c1	8%	-19%	-4%
COc1ccc(OC)c(C(=O)c2ccc(C(=O)c3cc(OC)ccc3OC)cc2)c1	9%	?	-2%
COc1ccc(OC)c(C2=NS(=O)(=O)N(C)C(C(=O)NCc3cccs3)=C2)c1	3%	?	1%
CCCOc1ccc(N2C(=O)CC(N(CCc3ccc(OC)cc3)C(=O)c3ccccc3)C2=O)cc1 (stereo not given)	-14%	-28%	-20%
COc1ccccc1Nc1ccc(C(=O)O)cc1[N+](=O)[O-]	10%	-11%	2%
C=C(C)C(=O)NNc1ccccc1	6%	7.3µM*	12%
Cc1cc(C)c2cc(CN(CCO)C(=O)NC3CCCCC3)c(=O)[nH]c2c1	-3%	7%	1%
COc1ccccc1N1CCN(C(=O)c2c(-c3ccccc3Cl)noc2C)CC1	4%	21µM*	-17%
CCN(CC)c1ccc(S(=O)(=O)N2CCOCC2)cc1NC(=O)CN1CCc2ccccc2C1	0%	7.3µM*	2%
Cc1ccc2[nH]c(=O)c(CNS(=O)(=O)c3ccccc3)c(-c3ccccc3)c2c1	2%	18µM*	10%
O=C1CCN(C(=O)c2ccccc2)C2CCCCC12 (stereo not given)	2%	-21%	2%
CCOC(=O)Cc1csc(NC(=O)CSc2nccn2C)n1	-16%	24%	-2%

Source: PubChem
